High-throughput results deposited in PubChem BioAssay by several laboratories.
PMI activator: activators of human PMI, primary screen, biochemical, fluorescence intensity, near-Km mannose 6-phosphate; purified human PMI, coupled resazurin fluorescence, 20 min; stronger effect = higher value; 1 = vehicle control, 0 substrate-free wells; activation factor at 20 µM; 0.005% of 190,000 active;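 active means activation factor of 2 or more at 20 µM, relative to plate controls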
Target sequence (P34949 whole entry, looked up): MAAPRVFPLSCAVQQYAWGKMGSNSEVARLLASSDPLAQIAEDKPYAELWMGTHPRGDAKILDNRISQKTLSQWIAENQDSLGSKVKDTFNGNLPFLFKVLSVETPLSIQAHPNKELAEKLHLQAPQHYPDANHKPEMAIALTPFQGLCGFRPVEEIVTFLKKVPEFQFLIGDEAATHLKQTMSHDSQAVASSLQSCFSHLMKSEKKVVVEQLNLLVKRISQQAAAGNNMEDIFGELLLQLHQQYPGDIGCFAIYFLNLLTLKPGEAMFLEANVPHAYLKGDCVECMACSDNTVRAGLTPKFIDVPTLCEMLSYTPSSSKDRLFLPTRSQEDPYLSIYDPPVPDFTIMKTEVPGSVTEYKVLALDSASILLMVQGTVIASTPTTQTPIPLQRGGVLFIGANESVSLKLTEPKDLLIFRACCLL
L major viab: Leishmania major promastigote growth inhibition, primary screen | Leishmania major promastigotes, resazurin fluorescence viability | inhibition, % at 10 µM | 9% of 200,000 active | AID 1063, 2008; in the data active means inhibition above about 50%;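 further: promastigotes grown with compound for 44 hours at 28 °C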
TNAP act hiacc: TNAP activators at high phosphate acceptor level, primary screen, biochemical, luminescence, uHTS. Alkaline phosphatase, tissue-nonspecific isozyme (Homo sapiens), P05186. purified TNAP, CDP-star luminescence, 1 M DEA, 30 min; stronger effect = higher value; 0 = EDTA background, 1 = DMSO-only activity. activation factor at 20 µM. 200,000 tested, under 10 active. AID 1136, 2008;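 active means activation factor at least 2 at 20 µM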
Target sequence (P05186 whole entry, looked up): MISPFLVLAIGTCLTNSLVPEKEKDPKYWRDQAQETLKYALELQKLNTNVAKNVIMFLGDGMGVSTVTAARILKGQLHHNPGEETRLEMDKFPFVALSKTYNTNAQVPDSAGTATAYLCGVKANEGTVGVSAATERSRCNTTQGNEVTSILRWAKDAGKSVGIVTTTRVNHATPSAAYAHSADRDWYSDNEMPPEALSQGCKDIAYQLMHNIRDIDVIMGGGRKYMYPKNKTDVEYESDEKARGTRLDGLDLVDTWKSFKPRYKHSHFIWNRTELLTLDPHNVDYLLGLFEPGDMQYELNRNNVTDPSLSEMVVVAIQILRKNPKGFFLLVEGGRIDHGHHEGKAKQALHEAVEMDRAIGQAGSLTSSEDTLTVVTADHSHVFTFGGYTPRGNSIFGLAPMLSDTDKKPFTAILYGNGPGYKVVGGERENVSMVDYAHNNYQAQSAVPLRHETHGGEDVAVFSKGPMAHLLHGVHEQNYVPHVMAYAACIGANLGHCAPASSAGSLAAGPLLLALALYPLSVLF
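Test system – human TNAP · Doses – 20 µM single point · Incubation – 30 min, room temperature · Signal – luminescent substrate turnover signal · Read-out basis – activation factor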
PMI act hi M6P: human PMI activators, high substrate, primary screen, biochemical, fluorescence intensity, near-saturating mannose 6-phosphate | coupled PMI enzyme assay, resazurin fluorescence, 20 min; stronger effect = higher value; 1 = untreated enzyme, 0 = substrate-free blank | activation factor at 20 µM | 0.34% of 190,000 active | Mannose-6-phosphate isomerase (Homo sapiens), P34949;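 active means activation factor of 2 or more at 20 µM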
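Test system: human phosphomannose isomerase with PGI, G6PDH, diaphorase coupling enzymes; Amount: PMI at 15 ng/mL final; Reagent: Mannose-6-phosphate 1.0 mM (near-saturating) plus 0.22 mM NADP+; Timing: 20 min, room temperature; Technique: resorufin fluorescence at Ex 544/Em 590 nm; Dosing: 20 µM single dose.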
TNAP inh noacc: human TNAP enzyme inhibitors, primary screen, biochemical, luminescent, no phosphate acceptor, uHTS; Alkaline phosphatase, tissue-nonspecific isozyme (Homo sapiens), P05186; purified TNAP, CDP-star luminescence, 30 min; inhibition, % at 20 µM; 0.26% of 200,000 active;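 active means tissue-nonspecific alkaline phosphatase inhibition above about 50% at 20 µM in the single-dose screen, limit read from the data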;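 further: 0% = DMSO negative control and 100% = EDTA positive control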
bIAP act: bovine intestinal alkaline phosphatase activators, primary screen, biochemical, bovine IAP, CDP-star luminescence. 0.17% of 200,000 active. activation factor at 20 µM. purified bovine IAP, 30 min; stronger effect = higher value; fold of DMSO-control signal, blank-subtracted. alkaline phosphatase, intestinal [Bos taurus]. AID 1016, 2008;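 active means activation factor of 2 or more at 20 µM, a signal rise over negative controls twice the positive control's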
Diaph act CS: compounds boosting diaphorase resazurin reduction – biochemical, uHTS, resorufin fluorescence, counter-screen for diaphorase-coupled primary assays, primary screen; 0.005% of 190,000 active; Diaphorase/resazurin coupled assay, 16 min; stronger effect = higher value; 1 = vehicle wells, 0 = NADH-free wells; activation factor at 20 µM;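 active means diaphorase activity raised at least twofold by the compound at 20 µM; inactive means activation factor below 2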
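Test system: Clostridium kluyveri diaphorase, purified enzyme; input: enzyme 0.07 U/mL final; buffer or medium: 50 mM HEPES pH 7.4 with 4.542 mM MgCl2, 0.005% Tween 20; also added: 0.114 mM NADH and 0.1 mM resazurin, final amounts; schedule: 16 min enzyme reaction, ambient temperature; technique: fluorescence of resorufin, 544 nm excitation, 590 nm emission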
bIAP inh: bovine intestinal alkaline phosphatase inhibitors, primary screen, selectivity assay for TNAP inhibitor project, biochemical, bovine IAP, CDP-star luminescence. alkaline phosphatase, intestinal [Bos taurus]. inhibition, % at 20 µM. 190,000 tested, under 10 active. purified bovine IAP, 30 min. AID 1019, 2008;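 active means over 50% inhibition of intestinal alkaline phosphatase at 20 µM in the single-dose screen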
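test system = bovine IAP enzyme | medium = DEA buffer 100 mM, pH 9.8, with MgCl2 1.0 mM, ZnCl2 0.02 mM | detection = luminescence | dosing = single compound dose of 20 µM, 2% DMSO final | incubation = 30 min reaction at room temperature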
Diaph inh CS: diaphorase inhibitors and chemical oxidizers, primary screen, counter-screen for diaphorase-coupled primary assays, biochemical, uHTS, resorufin fluorescence; diaphorase resazurin-to-resorufin fluorescence, NADH, 16 min; bacterial (C. kluyveri) enzyme, not human; inhibition, % at 20 µM; 0.69% of 190,000 active; AID 1217, 2008;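 active means primary screen inhibition at 20 µM above a set limit, cut at about 50% in these data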;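 further: plate controls were DMSO with full reaction for no effect and wells lacking NADH for full effect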
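Assay system: diaphorase enzyme from Clostridium kluyveri; Input: enzyme working solution with 0.14 U/mL diaphorase; Timing: 16 min at room temperature; Technique: resorufin fluorescence, excitation 544 nm, emission 590 nm; Benchmarks: positive control minus NADH, DMSO neutral control.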
TNAP inh hiacc: human TNAP enzyme inhibitors, primary screen, biochemical, luminescent, high phosphate acceptor level, uHTS | Alkaline phosphatase, tissue-nonspecific isozyme (Homo sapiens), P05186 | purified TNAP, CDP-star luminescence, 1 M DEA | inhibition, % at 20 µM | 0.03% of 200,000 active | AID 1135, 2008;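 active means over 50% inhibition of tissue-nonspecific alkaline phosphatase at 20 µM in the single-dose screen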;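 further: plate controls were DMSO wells for no effect and EDTA-quenched wells as full inhibition for full effect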
An asterisk follows results filed as active.

SMILES	PMI activator	L major viab	TNAP act hiacc	PMI act hi M6P	TNAP inh noacc	bIAP act	Diaph act CS	bIAP inh	Diaph inh CS	TNAP inh hiacc
CN(C)c1ccc(/C=N/Nc2ccc(-n3ccnc3)nn2)cc1	1.7	9	0.9	2.2*	9	0.9	1	11	3	5
CCC1CCCCN1CCCNC(=O)CC1Oc2ccccc2NC1=O (stereo unspecified)	1	-5	1	1	12	1	0.9	-2	13	1
O=C(N/N=C\c1cc(Cl)ccc1O)c1ccc(S(=O)(=O)N2CCCCC2)cc1	1.2	98*	1	1.2	-17	0.9	1	11	-5	0
Cc1cc(C)cc(N2CC(O)=C(c3nc4ccccc4c(=O)[nH]3)C2=N)c1	1	24	1	1	-17	1.1	0.9	-11	11	-4
Cc1ccccc1NC(=S)Nc1cccc2cnccc12	0.4	8	1	0.3	8	1.1	0.5	-8	52*	0
CCNC(=O)NC(=O)C(C)OC(=O)Cc1coc2cc3c(cc12)CCC3 (stereo unspecified)	1	-7	1.1	1	-14	0.9	1	7	5	-5
Cc1nc(NCCc2ccc(S(N)(=O)=O)cc2)c2c3c(sc2n1)CCC3	0.8	27	1.1	0.9	-6	0.7	1	26	0	-6
COc1ccc(C2C(C(=O)N3CCN(c4ccccn4)CC3)CCC(=O)N2c2ccc(OC)cc2)cc1 (stereo unspecified)	0.9	-9	1	0.9	-7	1.1	0.9	-8	7	-1
Cc1ccccc1-n1ccnc1SCC(=O)NCc1ccco1	0.9	-4	1	0.9	-11	1.2	0.9	-16	8	-2
CC1=C(C(=O)OCC(C)C)C2(O)C(=O)c3ccccc3C2(O)N1 (stereo unspecified)	1	-8	1	1	3	1	0.9	1	10	-2
O=S(=O)(c1ccccc1)N1CCn2c(nc3ccccc32)C1	1.1	-3	1.1	1.1	15	1	1	-2	-2	-6
CCOc1ccc(N2C(=O)c3cccnc3C2=O)cc1	1	0	1	1	-5	1.1	1	-8	-3	0
CCN(CC)C(=O)c1c([N+](=O)[O-])c(C(C)(C)C)nn1C	1	-7	1	1	-12	1.1	0.9	-6	11	2
COc1ccc(-c2nc3nc(N)nn3cc2C)cc1F	0.9	2	1	0.9	-6	1.1	0.9	-10	11	-2
NC(=O)c1ccc(NC(=O)COC(=O)CCC(=O)c2ccc(Cl)cc2)cc1	1	-13	1	1.1	-10	1.1	1	-8	3	-2
CC(C)NC(=O)C1(O)c2ccccc2NC(=O)N1c1ccc(Cl)c(Cl)c1 (stereo unspecified)	1	-3	1	1	-12	0.9	0.9	8	9	-4
COC(=O)c1cc(Br)c(=O)n(CCN2CCCCC2)c1	1	-5	1.1	0.9	-7	0.9	0.9	10	12	-6
O=C(COC(=O)Cn1cnc2ccccc2c1=O)NCC12CC3CC(CC(C3)C1)C2	0.9	-5	1	1	9	0.9	0.9	12	13	-4
COc1cc2nc3occc3c(OC)c2cc1OC	1.1	4	1	1.1	-6	0.9	1	6	4	-3
O=C1c2ccccc2C(=O)N1CCCCSc1nnnn1-c1ccccc1	1	22	1	1	-7	1	0.9	-3	8	-3
CCOC(=O)c1c(C)[nH]c(C)c1C(=O)COC(=O)c1cc2ccccc2cc1O	0.7	5	1	0.8	-16	0.7	0.5	32	48	-1
CCCC(C)NC(=O)c1ccc(OCc2ccc(Cl)cc2)c(OC)c1 (stereo unspecified)	1.2	-4	1	1.1	-19	1.1	1	-9	-1	-3
CCOC(=O)N1CCN(CCC(=O)Nc2cc([N+](=O)[O-])ccc2OC)CC1	0.9	4	1	0.9	-15	0.7	0.8	31	19	-4
Cc1cc(SCC(=O)OCC(=O)NCC2CCCO2)c(C)cc1Br (stereo unspecified)	1	-8	1	1.1	-10	1	0.9	0	7	-4
COc1ccc(C(C)(C)C)cc1NC(=O)C1CC=CCC1C(=O)O (stereo unspecified)	1	-2	1.1	1	-23	1	0.9	-4	13	-9
O=C(COC(=O)C1CCN(S(=O)(=O)c2cccs2)CC1)c1ccc2c(c1)OCCO2	0.9	12	1	0.8	-11	0.9	0.6	10	37	-4
C=CCSc1nc2c(c(=O)[nH]c(=O)n2C)n1C(C)C	0.9	0	1.1	1	-7	1	1	1	-2	-8
CCCCn1c(SCC(=O)c2ccccc2)nc2ccsc2c1=O	1	3	1.1	1	-5	1.1	0.7	-5	26	-8
CCOc1cccc(/C=C2/NC(=O)N(CC(=O)Nc3cccc(C)c3)C2=O)c1O	1.2	-3	0.9	1.1	5	1	1.3	0	-27	14
CCOc1ccc(C2c3c(oc4ccccc4c3=O)C(=O)N2CCCN2CCOCC2)cc1OCC (stereo unspecified)	1.1	-4	1.1	1.2	-7	1	0.8	2	18	-8

With a hit mark in PMI act hi M6P (from the list above):
SMILES	PMI activator	TNAP act hiacc	PMI act hi M6P	TNAP inh noacc	bIAP act	bIAP inh	TNAP inh hiacc
CN(C)c1ccc(/C=N/Nc2ccc(-n3ccnc3)nn2)cc1	1.7	0.9	2.2*	9	0.9	11	5

Two compounds from above, showing only PMI activator, bIAP inh and TNAP act hiacc.
| mol | PMI activator | bIAP inh | TNAP act hiacc |
| --- | --- | --- | --- |
| O=C(COC(=O)C1CCN(S(=O)(=O)c2cccs2)CC1)c1ccc2c(c1)OCCO2 | 0.9 | 10 | 1 |
| C=CCSc1nc2c(c(=O)[nH]c(=O)n2C)n1C(C)C | 0.9 | 1 | 1.1 |

Returning to the listing, starting 2 compounds before the break.
SMILES	PMI activator	L major viab	TNAP act hiacc	PMI act hi M6P	TNAP inh noacc	bIAP act	Diaph act CS	bIAP inh	Diaph inh CS	TNAP inh hiacc
CCOc1cccc(/C=C2/NC(=O)N(CC(=O)Nc3cccc(C)c3)C2=O)c1O	1.2	-3	0.9	1.1	5	1	1.3	0	-27	14
CCOc1ccc(C2c3c(oc4ccccc4c3=O)C(=O)N2CCCN2CCOCC2)cc1OCC (stereo unspecified)	1.1	-4	1.1	1.2	-7	1	0.8	2	18	-8
COc1ccc(C(=O)c2cnc3ccccc3c2-c2ccccc2)cc1	1	30	1	1	-5	0.9	0.9	9	13	-1
COc1cc(C)ccc1S(=O)(=O)N1CCCCCC1	1	2	1	1	-9	1	0.9	0	12	-3
COCCNCC(=O)N1CCCCCC1	1	-6	1	1	-7	1.2	1	-23	1	-2
Cn1cc(S(=O)(=O)Nc2ccc3c(c2)OCCO3)cn1	1.2	-4	1	1	-9	1	0.9	1	8	-4
Cc1ccc2nc3c(cc(C(=O)NCC4CCCO4)n3C)c(=O)n2c1 (stereo unspecified)	1	3	1	1	-11	1	1	1	0	1
C=CCNc1nc(-c2ccc([N+](=O)[O-])cc2)cs1	1	-9	1	1.1	-1	1	0.9	3	11	0
COc1ccc(NC(=O)CSc2nc3c(c(-c4cccs4)c2C#N)CN(C)CC3)cc1OC	0.4	-2	1	0.4	-9	1	0.4	-1	57*	0
COC(=O)Cn1c(=NC(=O)c2ccc(OC)cc2)sc2cc(OC)ccc21	0.9	-4	1	0.9	-25	0.9	0.9	7	12	-5
Cc1cc2c(c(=O)n1C1CC1)C(c1cccc(Cl)c1)C(C#N)=C(N)O2 (stereo unspecified)	1.2	6	1	1.1	4	0.9	1	10	5	-2
CCC1CCCCN1C(=O)Nc1cc(Cl)ccc1OC (stereo unspecified)	0.9	13	1	0.9	2	1.2	0.9	-19	8	0
O=C(C1=NNCC1c1ccc(Cl)cc1)C1CO1 (stereo unspecified)	0.9	0	1	1.1	-17	0.9	1	6	2	-2
FC(F)(F)c1cc(-c2ccco2)nc(-n2nnc3ccccc32)n1	0.8	-3	1	0.9	-6	0.8	1	23	3	-4
CCCC(c1nnnn1C1CCCCC1)N1CCN(C2CCCC2)CC1 (stereo unspecified)	1	-6	1	1	-12	1.1	1	-6	4	-4
COc1ccc(-c2noc(COc3ccc(Cl)c(C)c3)n2)cc1	0.9	-6	1	0.8	-18	0.8	0.8	23	19	-3
O=C(NC1CCN(C(=O)Nc2ccccc2Cl)CC1)c1ccccc1	1	-5	1	1	-2	1.1	0.9	-5	11	-1
Cn1c(=O)c2c(-c3ccccc3)n(Cc3ccccn3)cc2n(C)c1=O	1.4	-1	1.1	1.7	-11	1	0.8	3	20	-5
CCOC(=O)N1CCN(c2cc(N3CCN(CC)CC3)c(F)cc2[N+](=O)[O-])CC1C (stereo unspecified)	1	100*	0.9	1	4	0.9	1	8	4	8
N#Cc1ccccc1CSc1nc(N2CCCCC2)nc(N2CCCCC2)n1	0.9	17	1.1	0.9	-10	0.9	0.9	14	5	-6
c1ccc(-c2ccc(C3=Nn4c(nnc4-c4cc(-c5ccccc5)n[nH]4)SC3)cc2)cc1	1	28	1	1.1	-18	1	0.8	3	19	-4
CCC(C)(C)NC(=O)C(c1ccccc1F)N(C(=O)c1ccn[nH]1)c1ccccc1 (stereo unspecified)	1	0	1	1	-30	0.9	1	13	1	-4
Cc1noc(C)c1COc1cccc(C(=O)N2CCc3ccccc32)c1	1.1	19	1	1	-11	0.9	1	8	2	-3
Cc1cc(NC(=O)C2CCCCC2)ncc1NC(=O)c1ccccn1	1.1	1	1.1	1.1	-11	1	1	-3	2	-9
O=C1C(=O)N(Cc2cccnc2)C(c2ccccn2)/C1=C(/O)c1ccccc1 (stereo unspecified)	1	3	1	1	-7	1	0.8	-2	18	-1
COc1ccccc1CNC(=O)CN1C(=O)C(C)N(c2ccc(C)cc2)C1=O (stereo unspecified)	0.9	-1	1	0.9	-5	1	0.9	5	11	-4
CON/C=C(\C=Nc1ccccc1)c1ncc(C(F)(F)F)cc1Cl	0.9	-1	1	0.9	0	1	0.9	-4	11	-1
O=C(COc1ccc([N+](=O)[O-])cc1)N/N=C/c1cc([N+](=O)[O-])ccc1N1CCOCC1	0.9	-3	1	0.9	-2	0.7	0.8	28	23	2
CC(C)(C)n1nnnc1C(c1cccc(C#N)c1)N1CCCc2ccccc21 (stereo unspecified)	1.1	35	1.1	0.9	-7	1.1	0.8	-6	21	-8
